Compound activity: PubChem, several laboratories
PMI inhibitors: MPI enzyme activity inhibition – biochemical, fluorescence intensity, coupled assay, primary screen (AID 1209); actives 0.42% (n = 190,000); inhibition, % at 20 µM, or IC50 in µM where a hit was titrated; purified PMI enzyme, coupled fluorescence intensity; higher % means a stronger effect;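 note: plate controls were DMSO vehicle for no effect and wells lacking substrate for full effect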
Yfh1-off respiration: mitochondrial function rescue without frataxin homolog – Friedreich's ataxia, plus single-dose screen, dose response (AID 1465); S. cerevisiae Yfh1-off respiration, WST-1 reduction, 72 h; higher fold induction means a stronger effect; actives 0.074% (n = 220,000); fold induction at 50 µM; hits with a dose series show EC50 in µM;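 active = fold induction of absorbance versus untreated yeast above a set limit, then at least 30% activation at any dose in follow-up; inconclusive = repeats straddling the limit, or above it without dose testing; inactive = fold induction below the set limit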;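 note: activators that raise dye reduction in frataxin-depleted yeast; strong numbers were not always called active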
WT yeast gro inh: growth inhibition of WT yeast, mitochondrial fusion screen. mitochondrial fusion phenotypic screen, WT strain. inhibition, % at 10 µM. actives 2.1% (n = 190,000). AID 1362; in the data active = inhibition above about 58%; tested in S. cerevisiae
LYP inhibition: inhibitors of LYP phosphatase, biochemical, fluorescence intensity, uHTS (AID 1779) | recombinant LYP phosphatase, fluorescence intensity; higher % means a stronger effect | one-dose inhibition, % at 11.5 µM; IC50 in µM for titrated hits | actives 0.054% (n = 290,000);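 note: plate controls were vehicle with enzyme for no effect and no enzyme for full effect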
TNAP activators: stimulation of alkaline phosphatase TNAP activity – biochemical, luminescent, no phosphate acceptor, uHTS, primary screen (AID 1001); purified TNAP, luminescent activation assay, no phosphate acceptor; higher activation fold means a stronger effect; one-dose activation fold at 20 µM; EC50 in µM for titrated hits; actives 0.03% (n = 200,000); in the data active = activation fold from about 3, or a potency from the dose series; inactive = the rest, 99 in 100 with activation fold below about 1.6; note: many of its hits are not listed in these tables
PMI inhibition: human PMI inhibitors, high substrate, primary screen, biochemical, fluorescence intensity, high mannose 6-phosphate (AID 1220). recombinant PMI enzyme, coupled fluorescence intensity; higher % means a stronger effect. actives 0.66% (n = 190,000). inhibition, % at 20 µM, or IC50 in µM where a hit was titrated
M17LAP inhibition: P. falciparum M17LAP inhibitors, primary screen, biochemical, fluorogenic H-Leu-NHMec substrate, 1536-well (AID 1619); recombinant M17LAP, H-Leu-NHMec fluorogenic kinetic assay; higher % means a stronger effect; one-dose inhibition, % at 30 µM; IC50 in µM for titrated hits; actives 0.38% (n = 220,000);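 active = compound inhibiting the enzyme by more than half at any dose during confirmatory dose-response retesting; inconclusive = strong single-dose inhibitors picked by rank but not retested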;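 note: plate controls were full reaction with DMSO carrier for no effect and no enzyme background for full effect; strong numbers were not always called active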
XIAP antagonists: small molecules displacing peptide from XIAP – biochemical, IAP family, fluorescence polarization (AID 1018); XIAP BIR domain, fluorescence polarization peptide displacement; higher % means a stronger effect; one-dose displacement, % at 20 µM; IC50 in µM for titrated hits; actives 0.007% (n = 200,000); in the data active = displacement above about 50%; note: a part of the inactive calls stands beside numbers as strong as those of hits
M1AAP inhibition: P. falciparum M1AAP inhibitors, biochemical, fluorogenic H-Leu-NHMec substrate, 1536-well (AID 1445); recombinant M1AAP, H-Leu-NHMec fluorogenic kinetic assay; higher % means a stronger effect; inhibition, % at 30 µM, or IC50 in µM where a hit was titrated; actives 0.42% (n = 220,000);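 active = primary inhibition above the hit cutoff, then over 50% inhibition at one or more dose response concentrations, cut at about 23% in these data, passing the limit was not always enough; inconclusive = conflicting primary data, or primary hits not chosen for dose response; inactive = low primary inhibition, or under 50% at every dose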;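 note: plate controls were DMSO full reaction for no effect and no enzyme background for full effect; strong numbers were not always called active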
WT yeast gro inh mutant strain: also measured in WT yeast gro inh; calls as there; inhibition, %; mitochondrial fusion phenotypic screen, mutant strain inhibition
* = called active by the depositor. Cut-off read from the data, not from the text of the source, unless noted: active = inhibition above about 50%; inactive = the rest.

Results for CC(C)Oc1ccccc1OCCCOc1cccc2cccnc12 ?
PMI inhibitors: -4.6%; Yfh1-off respiration: inactive; WT yeast gro inh: 81.4*; LYP inhibition: 1.3%; TNAP activators: 0.9; PMI inhibition: -3.2%; M17LAP inhibition: 3.3%; XIAP antagonists: -9.5%; M1AAP inhibition: -2.1%; WT yeast gro inh mutant strain: 44.3*

Results for NC(=O)COc1ccc2oc(-c3ccccc3)cc(=O)c2c1 ?
PMI inhibitors: -2.1%; Yfh1-off respiration: inactive; WT yeast gro inh: 6.0; LYP inhibition: -11.6%; TNAP activators: 1.1; PMI inhibition: -5.6%; M17LAP inhibition: -4.5%; XIAP antagonists: -5.8%; M1AAP inhibition: 8.0%; WT yeast gro inh mutant strain: -10.0

How did COc1ccc(-c2cc(C#N)nc(N3CCN(c4ccccc4)CC3)n2)cc1 do in these assays?
PMI inhibitors: -9.1%; Yfh1-off respiration: inactive; WT yeast gro inh: -8.4; LYP inhibition: -5.5%; TNAP activators: 0.9; PMI inhibition: -5.5%; M17LAP inhibition: 2.5%; XIAP antagonists: -8.9%; M1AAP inhibition: 7.3%; WT yeast gro inh mutant strain: -20.5

What do the screens show for `COc1ccc(C2=NN(S(C)(=O)=O)C(c3cccs3)C2)cc1` (stereo not given)?
PMI inhibitors: -4.6%; Yfh1-off respiration: inactive; WT yeast gro inh: -14.8; LYP inhibition: -6.9%; TNAP activators: 1.1; PMI inhibition: -10.2%; M17LAP inhibition: -14.3%; XIAP antagonists: -8.2%; M1AAP inhibition: 0.4%; WT yeast gro inh mutant strain: -2.0

What do the screens show for `Cc1occc1-c1nnc(SCC(=O)Nc2ccccn2)o1`?
PMI inhibitors: -5.9%; Yfh1-off respiration: inactive; WT yeast gro inh: 14.4; LYP inhibition: -9.5%; TNAP activators: 1.3; PMI inhibition: -6.8%; M17LAP inhibition: 0.9%; XIAP antagonists: 0.8%; M1AAP inhibition: -0.8%; WT yeast gro inh mutant strain: -5.4

How did CCCCCC(C(=O)O)C(C)CC(=O)NC1CCCCC1 (stereo not given) do in these assays?
PMI inhibitors: 0.3%; Yfh1-off respiration: inactive; WT yeast gro inh: -3.0; LYP inhibition: -8.3%; TNAP activators: 1.1; PMI inhibition: -2.2%; M17LAP inhibition: 1.8%; XIAP antagonists: -0.4%; M1AAP inhibition: 9.2%; WT yeast gro inh mutant strain: 0.1

How did Cn1c(/C=N/n2cnnc2)nc2ccccc21 do in these assays?
PMI inhibitors: 11.5%; Yfh1-off respiration: inactive; WT yeast gro inh: -3.3; LYP inhibition: 3.3%; TNAP activators: 1; PMI inhibition: 7.5%; M17LAP inhibition: -11.0%; XIAP antagonists: -3.7%; M1AAP inhibition: 6.3%; WT yeast gro inh mutant strain: -6.6

Results for CC(OC(=O)c1nsc(Cl)c1Cl)C(=O)NC(C)(C)C (stereo not given) ?
PMI inhibitors: 2.9%; Yfh1-off respiration: inactive; WT yeast gro inh: -4.6; LYP inhibition: -6.3%; TNAP activators: 1.1; PMI inhibition: 1.5%; M17LAP inhibition: 4.5%; XIAP antagonists: -1.0%; M1AAP inhibition: 7.5%; WT yeast gro inh mutant strain: 0.9

What do the screens show for `CCn1c(-c2cc(-c3cc(OC)ccc3OC)nc3ccccc23)n[nH]c1=S`?
PMI inhibitors: -7.7%; Yfh1-off respiration: inactive; WT yeast gro inh: 1.9; LYP inhibition: 3.8%; TNAP activators: 1.1; PMI inhibition: -19.6%; M17LAP inhibition: 3.1%; XIAP antagonists: -2.0%; M1AAP inhibition: 1.9%; WT yeast gro inh mutant strain: 9.6

What do the screens show for `CC(C)(C)NC(=O)CN(C(=O)c1csnn1)c1cccc2c1CCCC2`?
PMI inhibitors: -3.8%; Yfh1-off respiration: inactive; WT yeast gro inh: -1.5; LYP inhibition: -4.8%; TNAP activators: 1.1; PMI inhibition: 2.2%; M17LAP inhibition: -0.9%; XIAP antagonists: -3.8%; M1AAP inhibition: 8.9%; WT yeast gro inh mutant strain: 3.6

Results for CCC(C)(C(=O)NC1CCCCC1)N(Cc1ccco1)C(=O)c1ccccn1 (stereo not given) ?
PMI inhibitors: 3.1%; Yfh1-off respiration: inactive; WT yeast gro inh: -2.0; LYP inhibition: -3.8%; TNAP activators: 1.1; PMI inhibition: 3.5%; M17LAP inhibition: -7.8%; XIAP antagonists: -4.7%; M1AAP inhibition: -6.9%; WT yeast gro inh mutant strain: -6.0

Results for Cc1ccc(-n2c(C)nn(CC#N)c2=O)cc1 ?
PMI inhibitors: 5.2%; Yfh1-off respiration: inactive; WT yeast gro inh: -10.6; LYP inhibition: -4.5%; TNAP activators: 1.1; PMI inhibition: 7.9%; M17LAP inhibition: -0.6%; XIAP antagonists: -0.3%; M1AAP inhibition: 4.3%; WT yeast gro inh mutant strain: 15.1

What do the screens show for `Clc1ccccc1-c1nn2c(-c3ccncc3)nnc2s1`?
PMI inhibitors: 24.0%; Yfh1-off respiration: inactive; WT yeast gro inh: 17.8; LYP inhibition: -2.1%; TNAP activators: 1.1; PMI inhibition: -0.4%; M17LAP inhibition: 2.2%; XIAP antagonists: -0.9%; M1AAP inhibition: 3.8%; WT yeast gro inh mutant strain: 30.1

What do the screens show for `CNC(=O)C1(C)C=CCN1C(=O)c1ccccc1` (stereo not given)?
PMI inhibitors: -10.6%; Yfh1-off respiration: inactive; WT yeast gro inh: -10.5; LYP inhibition: -7.1%; TNAP activators: 1.1; PMI inhibition: -7.5%; M17LAP inhibition: 5.6%; XIAP antagonists: -0.3%; M1AAP inhibition: 2.5%; WT yeast gro inh mutant strain: -2.3

How did O=C(O)Cn1c2c(c3ccccc31)CCCC2 do in these assays?
PMI inhibitors: 39.3%; Yfh1-off respiration: inactive; WT yeast gro inh: -9.9; LYP inhibition: -3.9%; TNAP activators: 1.1; PMI inhibition: 58.5%*; M17LAP inhibition: 26.9%; XIAP antagonists: -14.1%; M1AAP inhibition: 0.3%; WT yeast gro inh mutant strain: -3.0

What do the screens show for `O=C1/C(=C/c2ccc(O)c(O)c2)Oc2cc(O)ccc21`?
Yfh1-off respiration: inconclusive; LYP inhibition: -1.9%; M17LAP inhibition: 30.1%; M1AAP inhibition: inconclusive

What do the screens show for `Cc1ccc(S(=O)(=O)NCCNC(=O)c2cc(OCC(F)(F)F)ccc2OCC(F)(F)F)cc1`?
PMI inhibitors: 6.0%; Yfh1-off respiration: inactive; WT yeast gro inh: 11.1; LYP inhibition: -7.9%; TNAP activators: 1.1; PMI inhibition: 2.7%; M17LAP inhibition: 9.2%; XIAP antagonists: -11.1%; M1AAP inhibition: -2.4%; WT yeast gro inh mutant strain: -0.8

Results for CC(=O)N(c1ccc(Cl)cc1)c1cn(C(C)=O)c2ccccc12 ?
PMI inhibitors: 10.3%; Yfh1-off respiration: inactive; WT yeast gro inh: 3.0; LYP inhibition: -3.4%; TNAP activators: 1.1; PMI inhibition: 1.6%; M17LAP inhibition: 2.9%; XIAP antagonists: -0.4%; M1AAP inhibition: 7.6%; WT yeast gro inh mutant strain: 4.1

Results for Cc1cc2nc(C)n3c4ccccc4nc3n2n1 ?
PMI inhibitors: -3.5%; Yfh1-off respiration: inactive; WT yeast gro inh: 1.0; LYP inhibition: -6.7%; TNAP activators: 1.2; PMI inhibition: -4.5%; M17LAP inhibition: -5.0%; XIAP antagonists: 3.0%; M1AAP inhibition: 7.7%; WT yeast gro inh mutant strain: 0.4

Results for CCCOC(=O)c1c(NC(=O)CCC(=O)O)sc2c1CCCCC2 ?
PMI inhibitors: 3.9%; Yfh1-off respiration: inactive; WT yeast gro inh: -20.4; LYP inhibition: -7.9%; TNAP activators: 1; PMI inhibition: 6.0%; M17LAP inhibition: -3.3%; XIAP antagonists: -1.2%; M1AAP inhibition: 2.9%; WT yeast gro inh mutant strain: 10.6

How did Cc1ccc2nc(NC(=O)CCCC(=O)O)sc2c1 do in these assays?
PMI inhibitors: 6.9%; Yfh1-off respiration: inactive; WT yeast gro inh: -1.9; LYP inhibition: -4.7%; TNAP activators: 1.1; PMI inhibition: 1.8%; M17LAP inhibition: 17.3%; XIAP antagonists: -0.1%; M1AAP inhibition: 3.3%; WT yeast gro inh mutant strain: -3.5

What do the screens show for `Cc1ccc(CNC(=O)c2ccccc2-n2cnnn2)cc1`?
Yfh1-off respiration: inactive; LYP inhibition: -3.4%; M17LAP inhibition: 4.0%; M1AAP inhibition: 1.4%

Results for O=C(COC(=O)c1cccc(S(=O)(=O)N2CCc3ccccc32)c1)NC1CCS(=O)(=O)C1 (stereo not given) ?
PMI inhibitors: 6.3%; Yfh1-off respiration: inactive; WT yeast gro inh: -1.5; LYP inhibition: -6.9%; TNAP activators: 1.1; PMI inhibition: 4.5%; M17LAP inhibition: 4.7%; XIAP antagonists: -2.2%; M1AAP inhibition: -1.6%; WT yeast gro inh mutant strain: 1.1

Results for COc1ccc(C(CC(=O)N2CCN(c3ccccc3)CC2)c2c(OC)cc(OC)c3c(-c4ccccc4)cc(=O)oc23)cc1 (stereo not given) ?
Yfh1-off respiration: inactive; LYP inhibition: 5.3%; M17LAP inhibition: 27.9%; M1AAP inhibition: 14.9%

How did O=C(CN1C(=O)S/C(=C\C=C\c2ccccc2)C1=O)Nc1cccc(O)c1 do in these assays?
PMI inhibitors: 21.6%; Yfh1-off respiration: inactive; WT yeast gro inh: 9.4; LYP inhibition: 3.0%; TNAP activators: 1.1; PMI inhibition: 11.8%; M17LAP inhibition: 0.1%; XIAP antagonists: -10.0%; M1AAP inhibition: 12.1%; WT yeast gro inh mutant strain: -17.8

What do the screens show for `O=C(c1cc(-c2cccs2)on1)N1CCN(c2ccccc2)CC1`?
PMI inhibitors: 3.1%; WT yeast gro inh: 22.7; LYP inhibition: -5.6%; TNAP activators: 1.1; PMI inhibition: 4.3%; M17LAP inhibition: 5.8%; XIAP antagonists: 0.6%; M1AAP inhibition: 7.9%; WT yeast gro inh mutant strain: -10.5

How did CNC(=O)c1cc(Nc2nnc(C)c3ccccc23)ccc1OC do in these assays?
PMI inhibitors: 2.9%; Yfh1-off respiration: inactive; WT yeast gro inh: 15.3; LYP inhibition: -1.4%; TNAP activators: 1.1; PMI inhibition: 2.7%; M17LAP inhibition: 30.6%; XIAP antagonists: -6.3%; M1AAP inhibition: 5.6%; WT yeast gro inh mutant strain: 27.0

Results for O=C(CCN1C(=O)c2ccccc2C1=O)Nc1sc2c(c1C(=O)NCc1ccco1)CCCC2 ?
PMI inhibitors: 3.3%; Yfh1-off respiration: inactive; WT yeast gro inh: 1.8; LYP inhibition: 19.6%; TNAP activators: 1; PMI inhibition: -4.7%; M17LAP inhibition: 5.8%; XIAP antagonists: -6.4%; M1AAP inhibition: 17.2%; WT yeast gro inh mutant strain: -5.9

An unsorted share of the library. About 3.7% of those tested had a hit in this group.
